IL1B secr inh – blocks inflammasome-driven IL-1 beta release; THP-1 LPS/ATP IL-1B secretion, AlphaLISA, 16 h; active compounds read low; activity change, % at 57.5 µM; 360,000 compounds, 4.7% hits; in the data active = activity change below about -50%; inconclusive = mostly about -30% to -49%; note: % is set by controls: 0 for no effect and ±100 for the full control effect
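THP-1 cells pretreated 1 hr with compounds (up to 57.5 uM final), then stimulated with LPS (250 ng/mL final) plus ATP (1.25 mM final); secreted IL-1B measured by AlphaLISA after 16 hr, decreased signal indicating inhibition.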
S2 tox – viability counter-screen for ATXN expression inhibitors; S2 cells (HEK-293 line with an ATXN2-luciferase reporter) viability, CellTiter-Fluor protease fluorescence, 24 h; Potency, µM (highest dose often 56.7 µM), hits mostly cytotoxic; 400,000 compounds, 0.49% hits; AID 651635; note: potency is the fitted concentration of half-maximal effect; nearly all actives have a fitted effect of over 40% in size
HT1080 IDH1KD tx – kills HT-1080 cells with IDH1 knockdown; 360,000 compounds, 2% hits; HT-1080 IDH1 knockdown viability, ATP luminescence, 48 h; AID 686971; Potency, µM (series often up to 46.1 µM), for inactives: top-dose activity, negative = toxicity, hits mostly cytotoxic;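 note: potency is the fitted concentration of half-maximal effect; 0% = DMSO wells and -100% = cell-free medium wells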
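Using the IDH1-knockdown HT-1080 line run in the same batch and compound series as the NT line, viability after 48 h at 37 °C was determined by CellTiter-Glo luminescence and expressed as % activity.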
HT1080-NT tox – kills 2HG-producing HT-1080-NT fibrosarcoma cells | AID 686970 | HT-1080-NT fibrosarcoma viability, CellTiter-Glo ATP luminescence, 48 h | Potency, µM (top dose mostly 46.1 µM), inactives show at the highest dose activity, negative = less viability, most hits filed as cytotoxic | 360,000 compounds, 1.6% hits;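 note: NT is the 2HG producing partner of a matched IDH1 knockdown line; potency is the fitted concentration of half-maximal effect; 0% = DMSO-treated cells and -100% = media-only wells without cells; nearly all actives have a fitted effect of over 55% in size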
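Viability by CellTiter-Glo luminescence after 48 h compound exposure at 37C of HT-1080-NT cells (750/well, RPMI, 5% FBS). % activity scaled between DMSO wells and medium-only wells, then curve-fitted and categorized by curve class.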
MCF10A rerep – DNA re-replication induction in MCF 10a cells; AID 624296; MCF 10A DNA re-replication, Hoechst nuclear intensity, 48 h; 350,000 compounds, 2.9% hits; Potency, µM (titrated, usually from 46.1 µM), for inactives: at the top dose activity, positive = re-replication, hits mostly activators; note: potency is the fitted concentration of half-maximal effect; % of control where 0% means no effect; nearly all actives have a fitted effect of over 50% in size
SW480 rereplic – induces DNA re-replication in SW480 colon adenocarcinoma cells. SW480 DNA re-replication, Hoechst DNA content imaging, 48 h. Potency, µM (top dose mostly 46.1 µM), inactives show at the highest dose re-replication activation, hits mostly activators. 340,000 compounds, 1.8% hits; note: potency is the fitted concentration of half-maximal effect; % of control where 0% means no effect; nearly all actives have a fitted effect of over 55% in size
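DNA re-replication was detected as more nuclei of elevated Hoechst intensity after 48 hr exposure to compound (23 nL pinned per well of 250 cells).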
ATXN2 expr inh – inhibitors of ATXN2 expression; 360,000 compounds, 0.72% hits; AID 1745845; HEK-293 ATXN2-luciferase reporter, luminescence, 24 h; Potency, µM (series often up to 57 µM), without a hit: at the top dose activity change, negative = inhibition, hits mostly inhibitors; note: potency is the fitted concentration of half-maximal effect; % is set by controls: 0 for no effect and ±100 for the full control effect; nearly all actives have a fitted effect of over 55% in size
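qHTS (up to 57 uM final) was run with 24 h compound exposure of reporter cells at 37 °C. Each well was multiplexed: SteadyGlo luminescence measured ATXN2-luciferase expression after a fluorogenic Gly-Phe-AFC viability readout (25 uM final).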
KB-3-1 tox – kills parental KB-3-1 adenocarcinoma cells; AID 1347075; Potency, µM (titrated, usually from 46.1 µM), for inactives: top-dose activity change, negative = cytotoxic, most hits filed as cytotoxic; 400,000 compounds, 1.4% hits; KB-3-1 viability, CellTiter-Glo ATP luminescence, 72 h; note: potency is the fitted concentration of half-maximal effect; % is set by controls: 0 for no effect and ±100 for the full control effect; nearly all actives have a fitted effect of over 60% in size
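Using CellTiter-Glo luminescence, growth of non-resistant KB-3-1 adenocarcinoma cells is assessed 72 h after pin-tool compound addition at 37 °C. Normalized responses across the concentration series yield fitted curves.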
KB-V1 MDR tox – kills drug-selected multidrug resistant KB-V1 cells | AID 1347076 | 400,000 compounds, 3.4% hits | Potency, µM (titrated, usually from 46.1 µM), for the others: at the top dose activity change, negative = cytotoxicity, usual class: cytotoxic | KB-V1 MDR cells viability, CellTiter-Glo, 72 h; note: potency is the fitted concentration of half-maximal effect; % is set by controls: 0 for no effect and ±100 for the full control effect; nearly all actives have a fitted effect of over 60% in size
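Luminescent ATP read-out (CellTiter-Glo, 10 min) measures survival of drug-selected KB-V1 MDR cells after 72 h, 37 degrees C compound exposure. Medium: phenol-red-free DMEM, 10% FBS. Values from fitted concentration-response curves.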
Active calls of the source: *; i = inactive; ? = inconclusive; . = not tested or not shown; & = joins results of further samples; [ ] = remark or other dose. Unless noted, calls come from the whole dose curve; as a rule, active = well fitted curve in the direction sought with a large enough effect; inconclusive = small, poorly fitted or top-dose-only effect, or another doubt; inactive = no such curve, though single readings can be large; an effect the other way counts as inactive or inconclusive.

SMILES	IL1B secr inh	S2 tox	HT1080 IDH1KD tx	HT1080-NT tox	MCF10A rerep	SW480 rereplic	ATXN2 expr inh	KB-3-1 tox	KB-V1 MDR tox
CC(=O)N(Cc1ccc2c(c1)OCO2)C1CC(=O)N(CCc2ccccc2)C1=O (centres undefined)	-17	i	-1%	1%	0%	-2%	-5%	2%	-14%
C(=C/c1nccc2c1[nH]c1ccccc12)/c1ccc2c(c1)OCO2	-2	.	16µM*	?	?	21µM*	1%	0%&14%	-10%&-17%
CCc1cccc(C)c1NC(=O)COC(=O)CNC(=O)c1cccs1	16	i	-1%	9%	22%	?	-2%	4%	24%
CN1CCN(S(=O)(=O)c2ccc(NC(=O)c3ccc(F)cc3)cc2)CC1	-8	i	-4%	11%	-4%	1%	-6%	6%	-9%
C=CCOc1ccc(/C(O)=C2\C(=O)C(=O)N(CCCOC)C2c2ccc(O)c(OC)c2)cc1 (centres undefined)	1	i	7%	9%	-1%	-1%[9.22 µM]	-7%	4%	3%
Cc1cnc(C(=O)Nc2cccc3cccnc23)cn1	198	?	?	?	?	?	?	5.2µM*	?
COc1ccc(S(=O)(=O)Nc2nc3ccccc3nc2Nc2cccc(C(=O)O)c2)cc1	6	i	10%	2%	4%	9%	.	3%	-9%
CC(NC(=O)/C=C/c1ccccc1[N+](=O)[O-])C1CC2CCC1C2 (centres undefined)	-16	i	-19%	1%	26%	-5%	-22%	-20%	-17%
CCN1C(=O)[C@H]2[C@@H](c3ccc(C)cc3)N3C(=O)N(c4ccccc4)C(=O)[C@@]3(Cc3ccccc3)[C@H]2C1=O	17	i	4%	3%	-3%	-3%	-1%	0%	16%
CC1=NN(C(=S)Nc2ccccc2)C(C)(C)C1	-14	i	8%	0%	-9%	-7%	-5%	6%	3%
Nc1ccc2nc(SCc3ccccc3F)sc2c1	-1	i	-11%	-18%	21µM*	5%	4%	-3%	2%
Cc1ccc(Cl)cc1NC(=O)Cn1nnc2sc3c(c2c1=O)CCC(C(C)(C)C)C3 (centres undefined)	.	i	.	.	.	.	-2%	-2%	0%
CCN(CC)CCNC(=O)c1ccc(NC(=O)Cc2ccc(OC)c(S(=O)(=O)N3CCOCC3)c2)cc1	13	i	5%	0%	-8%	-5%	10%	12%	6%
C=CC[C@H](CC(=O)NCCO)C(=O)N[C@H](COC(=O)[C@@H](CC=C)Cc1ccc(F)cc1)Cc1ccccc1	-1	?	-2%	-4%	-4%	3%	-21%	3%	-14%
Cc1ccc(N2C(=O)CSC2c2ccc3c(c2)OCO3)cc1 (centres undefined)	10	i	8%	11%	-1%	-7%	4%	-4%	?
Cc1ccc(NC(=S)NCCc2c[nH]c3ccccc23)cc1	-19	i	?	-13%	4%	-3%	0%	4%	-9%
CCOCCCn1c(SCC(=O)NCc2ccco2)nc2c(sc3ccccc32)c1=O	58	.	3%	0%	12%	-7%	.	-13%	0%
COCCSc1nnc(NS(=O)(=O)c2ccccc2)s1	13	i	0%	-11%	0%	-5%	5%	2%	4%
N#CCSc1nc(-c2ccccc2)nc2ccc(F)cc12	-7	i	0%	-1%	-2%	-2%	.	-4%	-23%
CCOc1ccc(NC(C)=O)cc1[N+](=O)[O-]	-13	i	8%	4%	-8%	-16%	-19%	15%	7%
Cc1ncc(CO)c2c1Oc1nc(-c3ccccc3F)nc(SCC(=O)N(C)c3ccccc3)c1C2	-4	18µM*	21µM*	?	?	-36%[inhibitor]	?	-29%	?
O=C(COC(=O)C1CCN(c2ccc(C(F)(F)F)cn2)CC1)Nc1ccc(Cl)cn1	23	i	12%	6%	4%	-1%	-18%	-1%	-2%
O=C(Cn1nc(-c2ccc(Cl)cc2)ccc1=O)NCCc1ccccc1	.	i	.	.	.	.	-12%	-5%	11%
O=C(CN1c2cccc3cccc(c23)S1(=O)=O)Nc1ccccc1Br	43	i	1%	2%	-1%	0%	-12%	-18%	?
COC(=O)c1cc(NC(=O)[C@H](CCS(C)(=O)=O)N2Cc3ccccc3C2=O)cc(C(=O)OC)c1	.	i	.	.	.	.	6%	10%	4%
Cc1nnc(SCC(=O)NC2CCCCCC2)n1C(C)C	-5	i	-4%	21%	-5%	-2%	-3%	5%	8%
COc1cccc(/C=N/N2CCN(Cc3ccccc3)CC2)c1O	-17	i	25%	16%	?	-1%	21%	-6%	0%
COc1ccc(N2CCN(C(=O)NC(=O)c3ccc(Cl)cc3)CC2)cc1	-9	i	-21%	-16%	?	0%	-3%	5%	-3%
Cc1ccc(C(=O)COC(=O)COc2ccccc2C)cc1	2	i	0%	0%	2%	-4%	-2%	14%	7%
CC(C)(C)NC(=O)CN1CCC(O)(c2ccc3c(c2)OCO3)CC1	1	i	19%	14%	3%	-39%[inhibitor]	5%	19%	-3%
Cc1oc(-c2ccc(C(=O)NCCN(C)C)cc2)nc1CS(=O)(=O)c1ccccc1	.	i	.	.	.	.	-12%	0%	25%
COc1cc(OCc2ccc(C)cc2)ccc1CNC[C@H]1O[C@@H](n2cnc(C(N)=O)n2)[C@H](O)[C@@H]1O	0	i	5%	1%	2%	-44%[inhibitor]	34%	0%	-2%
CCOC(=O)C1=C(C)NC(SC)=NC1c1ccc(OC)cc1 (centres undefined)	-50*	i	0%	-1%	16%	-2%	5%	2%	-2%
O=C(NNC(=O)c1ccc2c(c1)OCO2)NC1CCCCC1	11	i	-5%	-2%	-6%	-4%	-8%	-3%	-20%
Cc1ccc(C)c(OCCC(=O)N2CCN(S(=O)(=O)c3cc(F)ccc3F)CC2)c1	9	?	?	-21%	-2%	3%	.	?	-29%
CCCCNC(=O)C1c2ccccc2OCC(=O)N1CC(F)(F)F (centres undefined)	7	i	4%	-6%	.	.	1%	4%	0%
Cc1cc(NC(=O)CSc2nnc(-c3ccc4c(c3)OCCO4)o2)no1	11	?	?	-25%	2%	-8%	-10%	-17%	-15%
O=C(Nc1sc2c(c1C(=O)NCc1ccccc1)CCCC2)c1cc(=O)c2cc(Cl)ccc2o1	.	i	.	.	.	.	7%	-4%	?
Cn1cccc1/C=N/NC(=O)Cn1cnc2ccccc21	-9	i	4%[9.24 µM]	12%	-4%	0%	-5%	9%	-3%
COc1ccc(NC(=O)c2ccccc2NC(=O)CSc2ccccc2)cc1	-7	i	-28%	?	?	0%	1%	-2%	-3%
CC1(C)C(=O)Nc2ccccc2N1C(=O)CSc1nnc2ccccn12	8	i	21%	-3%	-4%	-3%	.	-1%	16%
COc1ccc([C@H]2CC(=O)C=C(c3cc4ccccc4s3)C2)cc1OC	?	?	-26%	?	8%	?	-25%	-22%	?
CC(=O)N1CCCc2cc(S(=O)(=O)CCC(=O)N3CCN(c4ccccc4)CC3)ccc21	-11	i	-5%	-6%	9%	-8%	-7%	-18%	?
CC1=C(C(=O)N(C)C)CC(CC(=O)NCCCN(C)C)C(=O)N1Cc1ccc(F)cc1 (centres undefined)	24	i	0%	?	.	.	2%	0%	1%
O=C(CS(=O)(=O)c1ccccc1)Nc1nccs1	12	i	6%	3%	2%	-3%	12%	19%	19%
COc1ccc(-c2nnc(SCC(=O)N/N=C/c3ccccc3C(=O)O)n2-c2ccc(Cl)cc2)cc1	0	i	1%	-1%	-4%	-15%	.	0%	-9%
O=C1CCCC(=O)N1c1ccc(O)cc1	2	i	-2%	2%	-1%	-5%	8%	0%	0%
Cc1nn2c(=O)cc(CN(C)c3ccccc3)nc2s1	.	i	.	.	.	.	-1%	-2%	-7%

Brought forward from above: 2 entries, then new ones.
SMILES	IL1B secr inh	S2 tox	HT1080 IDH1KD tx	HT1080-NT tox	MCF10A rerep	SW480 rereplic	ATXN2 expr inh	KB-3-1 tox	KB-V1 MDR tox
O=C1CCCC(=O)N1c1ccc(O)cc1	2	i	-2%	2%	-1%	-5%	8%	0%	0%
Cc1nn2c(=O)cc(CN(C)c3ccccc3)nc2s1	.	i	.	.	.	.	-1%	-2%	-7%
CC(C)C[C@H](N)c1nnc(SCC(=O)Nc2ccc(Br)cc2)o1	4	i	-20%	-27%	-4%	?	-14%	-14%	7%
O=C(NC1CCCCC1)c1cc([N+](=O)[O-])ccc1N1CCCC1	-13	?	0%	10%	2%	3%	-7%	21%	5%
CN1C(=O)C(C)(C)c2cc(S(=O)(=O)N3CCC(C(=O)Nc4ccc(Cl)cc4)CC3)ccc21	9	i	14%	20%	0%	-9%	-4%	12%	12%
C=CCN(CC=C)S(=O)(=O)c1ccc(NC(=O)COc2ccccc2OC)cc1	0	i	3%	0%	-11%	0%	-7%	6%	-1%
CCOCCCNC(=O)c1ccc(OC)c(OC2CCN(C(C)C)CC2)c1	0	i	-4%	-4%	0%	-16%	-14%	8%	17%
CC(=O)c1ccc(S(=O)(=O)NCCC(=O)NC2CCN(Cc3ccccc3)CC2)cc1	-87*	i	4%	-2%	11%	-14%	-11%	-2%	-10%
O=[N+]([O-])c1ccc(-c2csc(N3CCc4ccccc4C3)n2)cc1	25	i	0%	2%	-8%	92%	2%	1%	-3%
Cc1cc2c(cc1NC(=O)c1ccccc1Cl)n(C)c(=O)c(=O)n2C	.	i	.	.	.	.	2%	-11%	8%
O=C(/C=C/c1ccccc1O)c1ccc(Cl)cc1	?	?	-23%	-9%	?	?	.	4%	-5%
c1ccc(-c2nnc(SCC3CCCCO3)nc2-c2ccccc2)cc1 (centres undefined)	-23	.	-20%	-1%	?	3%	76%[activator]	-23%	?
CCS(=O)(=O)c1ccc2c(c1)N(S(C)(=O)=O)CC(C(=O)NCc1ccccc1OC)O2 (centres undefined)	7	i	?	?	0%	7%	-13%	8%	17%
O=C(COC(=O)c1c(F)cccc1F)NCc1ccc2c(c1)OCO2	19	i	7%	6%	2%	1%	1%	24%	15%
